Pin1 inhibitor – inhibitors of human Pin1; Pin1 FP peptide displacement, HiFluor488, 10 min; 0.009% of 390,000 active; Potency, µM (doses to about 115 µM), for inactives: at the highest dose activity, negative = inhibition, most hits filed as inhibitors; AID 504891; Q13526; active = well fitted inhibition curve with a large enough effect in the polarisation, with a control signal flat, not every such curve was filed as active; inconclusive = small, poorly fitted or top-dose-only effect, or effect the other way, or a change in a side signal; inactive = no such curve, though single readings can be large or run the other way; the % refers to the polarisation; also: % is scaled to controls: 0 for no effect and ±100 for the full control effect
RGS4 inh – blocks human RGS4-accelerated GTP hydrolysis. P49798. Transcreener GDP fluorescence polarization, RGS4-accelerated GTP hydrolysis. Potency, µM (top dose mostly 114 µM), for the others: at the top dose activity change, negative = inhibition, usual class: inhibitors. 0.039% of 390,000 active. AID 504845; also: % is scaled to controls: 0 for no effect and ±100 for the full control effect; nearly all actives have a fitted effect of over 75% in size; some results filed as inactive show a strong effect at the top dose
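MLSMR compounds (23 nl, pin-transferred) preincubated 10 min at room temperature with a 500nM (2x) first reagent, then RGS4 at 900nM (2x) plus Transcreener GDP mix added; fluorescence polarization (620/688 nm) read before and after 90 min at 30 °C.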
12-LOX inh – ALOX12 (human) lipoxygenase inhibition; purified 12hLO, xylenol orange hydroperoxide absorbance; AID 1671190; Potency, µM (top dose mostly 108 µM), without a hit: at the highest dose activity change, negative = inhibition, hits mostly inhibitors; 1.1% of 580,000 active; also: % is scaled to controls: 0 for no effect and ±100 for the full control effect
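Hydroperoxide product was detected by ferrous iron/xylenol orange as the 573 to 405 nm absorbance ratio. Arachidonic acid at 40 uM (final) was turned over for 30 min at room temperature by 150 nM human 12hLO, pH 7.0 Hepes buffer, after 15 min compound preincubation.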
ERG Ets-DNA blk – blocks human ERG Ets domain binding to DNA. AID 624246. fluorescence polarization, His-ERG Ets domain / labelled DNA. 0.028% of 370,000 active. Potency, µM (titrated, usually from 76.9 µM), for inactives: top-dose FP activity, negative = inhibition, hits mostly inhibitors. P11308; active = well fitted inhibition curve with a large enough effect in the polarisation, with a control signal flat; inconclusive = small, poorly fitted or top-dose-only effect, or effect the other way, or a change in a side signal; inactive = no such curve, though single readings can be large or run the other way; the % refers to the polarisation;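 also: polarization taken with two DNA probes labelled with fluorescein and Texas red; % of control where 0% means no effect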
Target sequence (P11308 whole entry, looked up, the tested form may be a part): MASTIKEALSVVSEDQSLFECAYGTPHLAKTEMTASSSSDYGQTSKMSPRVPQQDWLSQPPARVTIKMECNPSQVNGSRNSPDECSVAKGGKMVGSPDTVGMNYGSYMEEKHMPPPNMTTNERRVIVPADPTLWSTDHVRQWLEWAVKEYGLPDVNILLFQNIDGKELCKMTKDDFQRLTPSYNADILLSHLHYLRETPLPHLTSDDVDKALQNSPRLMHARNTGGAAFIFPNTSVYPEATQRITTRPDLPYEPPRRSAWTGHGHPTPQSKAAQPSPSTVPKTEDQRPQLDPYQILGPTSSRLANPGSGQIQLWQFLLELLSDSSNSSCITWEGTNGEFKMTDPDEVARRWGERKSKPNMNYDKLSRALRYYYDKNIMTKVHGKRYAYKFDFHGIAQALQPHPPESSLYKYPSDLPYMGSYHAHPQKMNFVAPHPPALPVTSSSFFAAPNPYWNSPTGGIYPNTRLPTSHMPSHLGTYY
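His-tagged ERG Ets domain (1 uM in the protein solution; 300mM KCl, 50mM Tris-HCl, 1mM EDTA, 1mM DTT, pH 7.5) received compound, then a probe mix of 5 nM fluorescein-DNA and 100nM Texas-615-DNA. Fluorescence polarization was read for both dyes.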
GLS inh – blocks human kidney-isoform glutaminase activity; Potency, µM (top dose mostly 45.5 µM), for inactives: top-dose activity change, negative = inhibition, actives largely listed as inhibitors; 0.21% of 410,000 active; AID 624170; GLS enzymatic activity, qHTS titration; O94925; also: % is scaled to controls: 0 for no effect and ±100 for the full control effect
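Enzyme dispensed in phosphate buffer (45 mM, pH 8.2, 0.02% Tween-20), compounds pinned in, then 1 mM L-glutamine solution and the glutamate oxidase–HRP–Amplex Red mix added; fluorescence read immediately and again after 30 min at room temperature.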
HP1b binding inh – inhibitors of HP1-beta chromodomain binding to methylated histone tails; Potency, µM (doses to about 114 µM), inactives show at the highest dose activity change, negative = inhibition, actives largely listed as inhibitors; 0.56% of 390,000 active; AlphaScreen HP1-beta / biotin-H3K9me3 peptide binding; also: nearly all actives have a fitted effect of over 70% in size; inactives centre near 23
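AlphaScreen: HP1-beta (50 nM) preformed 30 min with biotin-H3(1-18)K9me3 peptide (50 nM) in PBS pH 7.4, 0.01% Tween-20. Compound added for 30 min at RT, then streptavidin donor/nickel chelate acceptor beads (10 ug/mL) for 30 min.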
TrxR1 inh – blocks rat thioredoxin reductase 1; recombinant rTrxR1, NADPH fluorescence consumption, selenite substrate; O89049; Potency, µM (doses to about 114 µM), for the others: top-dose activity change, negative = inhibition, hits mostly inhibitors; 1% of 390,000 active; AID 588453; also: % is scaled to controls: 0 for no effect and ±100 for the full control effect; nearly all actives have a fitted effect of over 65% in size
Target sequence (O89049 whole entry, looked up): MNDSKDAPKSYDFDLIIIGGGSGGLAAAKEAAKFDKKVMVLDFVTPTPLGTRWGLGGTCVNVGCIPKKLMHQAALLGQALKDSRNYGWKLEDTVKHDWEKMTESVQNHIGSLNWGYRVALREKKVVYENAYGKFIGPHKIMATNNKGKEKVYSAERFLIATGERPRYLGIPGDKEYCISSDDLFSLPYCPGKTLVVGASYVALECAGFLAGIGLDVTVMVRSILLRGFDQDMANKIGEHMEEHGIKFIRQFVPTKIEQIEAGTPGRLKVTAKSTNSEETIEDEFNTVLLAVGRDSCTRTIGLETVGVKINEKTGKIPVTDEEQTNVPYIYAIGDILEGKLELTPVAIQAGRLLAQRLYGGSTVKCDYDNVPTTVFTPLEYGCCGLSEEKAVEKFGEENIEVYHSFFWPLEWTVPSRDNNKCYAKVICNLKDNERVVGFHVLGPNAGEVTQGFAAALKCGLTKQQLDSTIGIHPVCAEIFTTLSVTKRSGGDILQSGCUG
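Rat TrxR1 (90 nM in the dispensed reagent) was pre-reduced with 400 uM NADPH for 5 min at room temperature, then incubated with compound for 15 min. After 400 uM selenite was added, NADPH fluorescence (Ex 340/Em 450 nm) was followed for 8 min.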
JMJD2A Tudor inh – inhibitors of human JMJD2A Tudor domain | 4.4% of 390,000 active | AlphaScreen JMJD2A-Tudor / H3K4me3 peptide binding | O75164 | Potency, µM (titrated, usually from 114 µM), inactives show at the highest dose activity change, negative = inhibition, actives largely listed as inhibitors; also: % is scaled to controls: 0 for no effect and ±100 for the full control effect; nearly all actives have a fitted effect of over 50% in size
Tb PGK inh – inhibitors of T. brucei phosphoglycerate kinase; PGK/GAPDH coupled, Kinase-Glo luminescence, 60 min; Potency, µM (highest dose often 57.5 µM), for the others: at the highest dose activity change, negative = inhibition, most hits filed as inhibitors; 0.043% of 380,000 active; AID 602233; also: % is scaled to controls: 0 for no effect and ±100 for the full control effect; nearly all actives have a fitted effect of over 60% in size
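Recombinant glycosomal PGK reaction used 1,3-bisphosphoglycerate generated in-well by GAPDH (100nM final) in 100mM TEA pH 7.6, 5mM MgCl2, 0.01% Tween-20. After 60 minutes at room temperature, ATP was read by Kinase-Glo Plus luminescence end-point.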
* hit, by the source's call; i = inactive; ? = inconclusive; . = no result given; [ ] = another dose, or the depositor's remark. Unless noted, calls follow the shape of the dose curve; as a rule, active = well fitted curve in the direction sought with a large enough effect; inconclusive = small, poorly fitted or top-dose-only effect, or another doubt; inactive = no such curve, though single readings can be large; an effect the other way counts as inactive or inconclusive. Potency is read from the fitted curve at half-maximal effect. The list is partial; the hit share may differ from the screen's.

| item | HP1b binding inh | ERG Ets-DNA blk | JMJD2A Tudor inh | Pin1 inhibitor | TrxR1 inh | GLS inh | RGS4 inh | 12-LOX inh | Tb PGK inh | mol |
| --- | --- | --- | --- | --- | --- | --- | --- | --- | --- | --- |
| 1 | 39%[activator] | -10% | -13% | -1% | 0% | -2% | -14% | ? | i | Cc1ccc(C(=O)Nc2ccc(S(=O)(=O)Nc3cnc4ccccc4n3)cc2)cc1 |
| 2 | 7% | 10% | -21% | 10% | -12% | 0% | 10% | ? | -1% | CN(C)CCCN=Cc1c(-c2ccccc2)[nH]n(-c2nc3ccccc3s2)c1=O |
| 3 | 52%[activator] | 3% | -6%[57.1 µM] | 0% | 27%[57.1 µM] | 8% | 9%[11.4 µM] | -6% | -4% | COc1ccccc1NC(=O)c1nnn(Cc2ccccc2)c1NC(=O)C(F)(F)F |
| 4 | 21% | 0% | -11% | -6% | -2% | 1% | 12% | 0% | -10% | Cc1cc(C)c(S(=O)(=O)NCc2cccnc2)c(C)c1 |
| 5 | 22% | -2% | -13% | 0% | 19% | 1% | -38% | 10% | . | CC(c1ccccc1)N1CC(C(=O)NC2CCCC2)CC1=O (stereo not given) |
| 6 | 8% | 2% | -31% | -9% | -1% | 1% | -3% | -16% | 1% | CCOc1ccc(/C=C2\C(=O)c3ccccc3OC2c2ccccc2)cc1 (stereo not given) |
| 7 | 10% | 10% | -10% | 34%[activator] | 7% | 17% | -20% | -15% | -7% | CCOC(=O)C(Sc1nnc2c3ccccc3n(CC)c2n1)C(=O)OCC |
| 8 | 35% | -8% | -6% | ? | 1%[57.1 µM] | 5% | -5% | 26%[57.4 µM] | 5% | Cc1c(Cl)ccc2sc(NC(=O)c3ccco3)nc12 |
| 9 | -20% | 6% | -22% | 0% | 15% | -11% | 6% | 56%[activator] | -3% | CC(=O)C1C(c2ccc(Br)cc2)c2c(noc2C)CC1(C)O (stereo not given) |
| 10 | 22% | -11% | -15% | 4% | 9% | 0% | 19% | -4% | i | O=c1[nH]cc(NCCNc2ncc(C(F)(F)F)cc2Cl)c(=O)[nH]1 |
| 11 | 22% | 6% | 2% | -2% | 8%[57.1 µM] | -13% | 1% | 1% | 1% | COc1ccc(Cl)cc1NC(=O)NCCN1CCNC1=O |
| 12 | 26% | 2% | -18% | ? | -14% | -4% | -3% | -6% | 0% | O=c1c2ccccc2nc(-c2cccs2)n1-c1ccc2ccccc2c1 |
| 13 | 21% | -2% | -8% | 58%[activator] | -14% | 3% | -3% | -23% | 5% | COC(=O)c1ccc2c(c1)sc(=NC(=O)CCS(=O)(=O)c1ccccc1)n2C |
| 14 | 8% | 1% | -11% | 8% | 10% | ? | 4% | -8% | -8% | CCCN(CCC)C(=O)Cn1c(=O)n(Cc2ccc(C(=O)NCCc3ccc(OC)c(OC)c3)cc2)c(=O)c2ccccc21 |
| 15 | 13% | -10% | -5% | 6% | 19% | 21% | 12% | 0% | 3% | Cc1cc(C)nc(SCCCn2c(=O)[nH]c3ccccc32)n1 |
| 16 | 29% | -4% | -29% | -1% | -4% | 16% | 14% | -7% | 3% | Cc1cccc(C2c3[nH]c4ccccc4c3CCN2C(=O)c2cc(CC(C)C)[nH]c(=O)n2)n1 (stereo not given) |
| 17 | 40% | -9% | -16% | 3% | -11%[57.1 µM] | 14% | -11% | ? | 11% | Fc1ccccc1COc1ccc(Br)cc1CNCc1ccncc1 |
| 18 | 43% | 14% | -33% | -1% | 27%[57.1 µM] | -8% | -13% | 31%[activator] | 5% | O=C(CSc1nnc(NC(=O)C2CCC2)s1)Nc1ccccc1F |
| 19 | 23% | -19% | -6% | -8% | 1% | 0% | -3% | -2% | -4% | O=C(COc1ccccc1Cc1ccccc1)NCCCN1CCOCC1 |
| 20 | 23% | 6% | -11% | 0% | 18% | 5% | 9% | -28% | 7% | Cc1cc(C)cc(N(CC(=O)NC2CCCC2)C(=O)CCC(=O)Nc2cc(C)on2)c1 |
| 21 | 30%[activator] | -10% | -8% | -5% | -5% | -1% | -26% | 18% | -3% | CCc1cccc(C)c1NC(=O)c1ccc2nc(N3CCOCC3)sc2c1 |
| 22 | 49%[activator] | 5% | 13% | -4% | -12% | 8% | -24% | -5% | -12% | Cc1ccc(Nc2nnc(SCC(=O)Nc3cc(C(=O)O)ccc3C)s2)c(C)c1 |
| 23 | -12% | -6% | ? | -8% | -1%[57.1 µM] | 0% | -31% | ? | 6% | C[n+]1c(-c2ccccc2)sc([S-])c1-c1ccccc1 |
| 24 | 21% | -5% | -13% | -4% | -2% | -2% | 11% | -1% | 0% | Cc1cnc(C(=O)OCC(=O)NC(C)C)cn1 |
| 25 | 7% | -2% | -15% | 16% | -7%[57.1 µM] | -3% | -5% | 6%[57.4 µM] | 12% | Cc1cc(C)c(C#N)c(SCC(=O)c2cc(C)n(CCc3ccccc3)c2C)n1 |
| 26 | 18% | 4% | 7% | -3% | -6% | 7% | 9% | 74%[activator] | -1% | COc1ccc(S(=O)(=O)N2CCCCC2)cc1N(C)S(=O)(=O)c1ccccc1 |
| 27 | 32% | -7% | -14% | 4% | 13% | 1% | 14% | 2% | i | O=C(CCN1C(=O)S/C(=C\c2cccs2)C1=O)Nc1nccs1 |
| 28 | 5% | 8% | -5% | -4% | 1% | -2% | -6% | 1% | -10% | COc1ccccc1-c1nc(C#N)c(N2CC(C)CC(C)C2)o1 (stereo not given) |
| 29 | 72%[activator] | 8% | 19% | 1% | 9% | -16% | 17% | 0% | 1% | COc1ccc(-n2ncc3c(N4CCC(C)CC4)ncnc32)cc1 |
| 30 | -15% | -7% | -7%[11.4 µM] | -12% | -22% | 35%[activator] | -15%[11.4 µM] | -11% | -2% | Cn1c(SCC(=O)N2CCc3ccccc32)nc2cccnc21 |
| 31 | 6% | 8% | -10% | 24% | 47%[activator] | -16% | 7% | -27% | i | COc1cc(C(=O)Nc2nc3ccccc3s2)ccc1OCc1c(C)noc1C |
| 32 | 33% | -5% | 4% | -2% | -6% | 0% | 3% | -34% | 1% | CC(=O)N(CC(=O)O)c1ccccc1 |
| 33 | 33% | 1% | -7% | 0% | -9% | -1% | -46% | ? | -4% | COc1ccccc1NC(=O)NC1(C(=O)N2CCC(O)CC2)CCCCC1 |
| 34 | 40%[activator] | 4% | -16% | 1% | -4% | -3% | 1% | 0% | 2% | O=C(Nc1cccc(NC(=O)c2cccc([N+](=O)[O-])c2)n1)c1cccc([N+](=O)[O-])c1 |
| 35 | 19% | -4% | -8% | 4% | 22% | -12% | -14% | -2% | 4% | Cc1ccc(S(=O)(=O)N2CCN(C(=O)CSc3nnc(-c4ccco4)o3)CC2)cc1 |
| 36 | 23% | 8% | -10% | ? | -10% | 1% | 21% | 1% | -6% | COc1cc(-c2nnc(COC(=O)CSc3cc(C)c4ccccc4n3)o2)cc(OC)c1OC |
| 37 | 56%[activator] | -5% | -33% | 5% | 2%[57.1 µM] | 2% | -23% | -22% | -1% | NS(=O)(=O)c1ccc(CNC(=O)c2ccc(Br)o2)cc1 |
| 38 | 30% | 0% | -19% | 2% | -13% | 26% | -38% | -15% | i | COc1ccc(N2CCN(C(=O)CCNS(=O)(=O)c3ccc(C)cc3)CC2)cc1 |
| 39 | 19% | 4% | -15% | 14% | 14% | 2% | -17% | -8% | 4% | Cc1ccc(S(=O)(=O)N2CCc3cc(C(=O)Nc4c(F)cccc4F)ccc32)cc1 |
| 40 | 2% | 5% | -16% | -1% | -14% | -4% | -37% | -23% | -8% | COc1ccc(-n2c(C)cc(C=O)c2C)cc1Cl |
| 41 | 42%[activator] | 1% | -5% | 2% | 25% | -6% | -47% | -6% | i | CCOc1ccc(CNC(=O)C2CCCN(c3nc4c(C)cc(C)cc4s3)C2)cc1 (stereo not given) |

In the list so far, these contain bromine.
| item | HP1b binding inh | ERG Ets-DNA blk | JMJD2A Tudor inh | Pin1 inhibitor | TrxR1 inh | GLS inh | RGS4 inh | 12-LOX inh | Tb PGK inh | mol |
| --- | --- | --- | --- | --- | --- | --- | --- | --- | --- | --- |
| 9 | -20% | 6% | -22% | 0% | 15% | -11% | 6% | 56%[activator] | -3% | CC(=O)C1C(c2ccc(Br)cc2)c2c(noc2C)CC1(C)O (stereo not given) |
| 17 | 40% | -9% | -16% | 3% | -11%[57.1 µM] | 14% | -11% | ? | 11% | Fc1ccccc1COc1ccc(Br)cc1CNCc1ccncc1 |
| 37 | 56%[activator] | -5% | -33% | 5% | 2%[57.1 µM] | 2% | -23% | -22% | -1% | NS(=O)(=O)c1ccc(CNC(=O)c2ccc(Br)o2)cc1 |

Limited to TrxR1 inh and JMJD2A Tudor inh (3 entries from above):
| nr | Compound | TrxR1 inh | JMJD2A Tudor inh |
| --- | --- | --- | --- |
| 21 | CCc1cccc(C)c1NC(=O)c1ccc2nc(N3CCOCC3)sc2c1 | -5% | -8% |
| 22 | Cc1ccc(Nc2nnc(SCC(=O)Nc3cc(C(=O)O)ccc3C)s2)c(C)c1 | -12% | 13% |
| 23 | C[n+]1c(-c2ccccc2)sc([S-])c1-c1ccccc1 | -1%[57.1 µM] | ? |

Assay outcomes deposited in PubChem by National Center for Advancing Translational Sciences (NCATS).
